Screening data from PubChem.
Apaf1 inhib: blocks human Apaf-1 apoptosome activity; O14727; reconstituted apoptosome caspase-3 activity, DEVD-Rh110 fluorescence; inhibition, % at 20 µM; 0.71% of 330,000 active; active = inhibition of at least 40% at 20 µM;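 also: plate controls were DMSO wells for no effect and DEVD-CHO caspase inhibitor wells for full effect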
Target sequence (O14727 whole entry, looked up): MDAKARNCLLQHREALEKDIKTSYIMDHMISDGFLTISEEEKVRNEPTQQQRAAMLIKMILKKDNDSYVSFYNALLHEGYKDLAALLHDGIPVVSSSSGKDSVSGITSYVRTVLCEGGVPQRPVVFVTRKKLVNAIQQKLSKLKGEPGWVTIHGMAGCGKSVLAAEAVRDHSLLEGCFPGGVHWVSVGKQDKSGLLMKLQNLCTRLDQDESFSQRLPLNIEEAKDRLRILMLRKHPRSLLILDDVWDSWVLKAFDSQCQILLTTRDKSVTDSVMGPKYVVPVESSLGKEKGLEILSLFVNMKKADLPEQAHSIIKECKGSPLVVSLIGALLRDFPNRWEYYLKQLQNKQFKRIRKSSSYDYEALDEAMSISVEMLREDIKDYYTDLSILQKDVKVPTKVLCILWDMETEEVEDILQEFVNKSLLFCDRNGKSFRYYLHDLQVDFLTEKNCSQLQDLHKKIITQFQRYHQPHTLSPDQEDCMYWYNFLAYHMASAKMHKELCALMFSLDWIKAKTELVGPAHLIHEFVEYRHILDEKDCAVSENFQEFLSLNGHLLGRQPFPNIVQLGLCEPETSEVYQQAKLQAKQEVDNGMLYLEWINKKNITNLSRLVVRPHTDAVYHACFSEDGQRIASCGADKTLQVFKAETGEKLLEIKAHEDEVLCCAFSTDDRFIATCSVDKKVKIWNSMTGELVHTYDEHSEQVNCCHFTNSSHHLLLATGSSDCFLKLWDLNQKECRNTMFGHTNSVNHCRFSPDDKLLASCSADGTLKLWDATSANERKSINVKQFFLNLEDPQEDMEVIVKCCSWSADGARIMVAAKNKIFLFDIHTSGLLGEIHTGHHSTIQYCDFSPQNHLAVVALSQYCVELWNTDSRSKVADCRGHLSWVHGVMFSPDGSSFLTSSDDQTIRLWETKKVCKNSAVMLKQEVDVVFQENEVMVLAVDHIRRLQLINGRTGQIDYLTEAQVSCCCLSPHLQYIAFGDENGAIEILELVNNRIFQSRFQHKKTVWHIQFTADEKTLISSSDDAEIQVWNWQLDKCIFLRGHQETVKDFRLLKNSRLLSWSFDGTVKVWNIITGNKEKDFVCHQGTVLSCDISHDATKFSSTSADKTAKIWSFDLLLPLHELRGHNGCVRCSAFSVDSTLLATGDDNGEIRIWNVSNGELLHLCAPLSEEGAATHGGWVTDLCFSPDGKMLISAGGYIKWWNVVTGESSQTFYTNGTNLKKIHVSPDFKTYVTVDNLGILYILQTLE
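Material: reconstituted apoptosome with Apaf-1, cytochrome c, caspase-9, procaspase-3, dATP. Technique: Rh110 fluorescence intensity. Buffer or medium: pH 7.5 Hepes buffer with CHAPS, BSA, DTT. Times: 30 min plus 50 min, RT.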
Gli-Sufu block: Gli-Sufu pathway antagonism | Sufu-KO-LIGHT fibroblasts, Gli luciferase reporter luminescence | inhibition, % at 5 µM | 0.74% of 340,000 active | AID 588413;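 active = inhibition above about 55%, limit read from the data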;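 also: 0% = DMSO-treated cells and 100% = wells with medium but no cells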
Jurkat NFkB inh: lowers PMA/ionomycin-induced NF-kB signal in Jurkat cells | inhibition, % at 4 µM | PMA/ionomycin-induced NF-kB luciferase reporter, luminescence | 0.53% of 330,000 active
697 NFkB inh: inhibitors of the PMA/ionomycin-induced NF-kB reporter in 697 B cells; inhibition, % at 4 µM; 0.33% of 330,000 active; 697 B-cell NF-kB luciferase reporter, 16 h; in the data active = inhibition above about 35%
UBC13 inh: blocks human UBC13 polyubiquitin chain formation. P61088. TR-FRET. inhibition, % at 20 µM. 0.47% of 330,000 active. AID 485273; in the data active = inhibition above about 45%, passing the limit was not always enough
HKDC1 inhibitor: blocks human hexokinase HKDC1 activity. Q2TB90. recombinant HKDC1, G6PDH/diaphorase resazurin coupled fluorescence. inhibition, % at 20 µM. 0.16% of 340,000 active. AID 493160;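 active = inhibition above about 35% when tested at 20 µM, limit read from the data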;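 also: plate controls were DMSO wells with enzyme for no effect and DMSO wells lacking enzyme for full effect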
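Test system: HK5 enzyme. Quantity: 5 µg/mL HK5 final. Reagent: glucose and ATP substrates. Schedule: 90 min reaction incubation at room temperature, dark. Technique: resazurin-to-resorufin fluorescence via G6PDH and diaphorase coupling, 525/613 nm. Control set: DMSO wells with and without enzyme mix.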
SENP8 block: inhibitors of human SENP8 protease | Q96LD8 | purified SENP8, Z-RLRGG-aminoluciferin cleavage, luminescence | inhibition, % at 10 µM | 1.2% of 330,000 active | AID 2540
SENP7 block: blocks the human protease SENP7; AID 434973; recombinant SENP7, Z-RLRGG-aminoluciferin luminescence, 40 min; 1.5% of 330,000 active; Q9BQF6; inhibition, % at 5 µM;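 active = inhibition above about 50% at the single test dose, limit read from the data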;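 also: plate controls were DMSO with enzyme for no effect and no enzyme buffer wells for full effect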
Starred values were filed as active, the others as inactive; / = not tested or not shown. Rule as the data show it, unless noted: active = inhibition above about 50%; inactive = the rest.

molecule	Apaf1 inhib	Gli-Sufu block	Jurkat NFkB inh	697 NFkB inh	UBC13 inh	HKDC1 inhibitor	SENP8 block	SENP7 block
N#Cc1ccc(CN2CCN(C(=O)Cn3nc(C(N)=O)c4ccccc4c3=O)CC2)cc1	8	-27	5	5	5	5	2	-6
CCOc1ccccc1NC(=O)c1nc(-c2ccccc2)oc1C	7	15	14	-17	5	-2	-5	-8
C=CC[C@@H](CC(=O)N[C@H](CO)Cc1ccccc1)C(=O)NCCOC(=O)[C@@H](CC=C)CC(=O)OC(C)(C)C	8	19	13	0	-13	-4	-9	-8
CC(C)COC(=O)NCC12C=CC(O1)C1C(=O)N(c3ccc(Cl)cc3)C(=O)C12 (configuration not stated)	6	-2	5	12	0	-9	-6	-2
O=[N+]([O-])c1ccccc1/C=N\Nc1nccs1	-2	-2	-9	-6	-17	5	0	2
C=CCC1(CC=C)CCCN1C(=O)c1cc(COc2ccc(-n3cncn3)cc2)on1	23	78*	30	-30	-8	0	-8	6
COCCn1c(-c2ccc(OC)c(OC)c2)nc2ccccc21	7	11	-18	0	0	-6	1	4
CCN(CCNC(=O)C1CCN(S(=O)(=O)CC)CC1)c1ccccc1	-17	2	8	19	0	-8	-3	-7
CC(C)CCNC(=O)C(c1ccco1)N(CC1CCCO1)C(=O)Cn1nnc2ccccc21 (configuration not stated)	6	-19	6	3	1	-5	-6	-7
CCOC(=O)CN1C(=O)N(CC(=O)OCC)C(c2ccccc2)(c2ccccc2)C1=O	-6	13	-2	-8	6	-3	-7	-3
Nc1c(C(=O)Nn2cnnc2)cc([N+](=O)[O-])cc1[N+](=O)[O-]	2	/	2	-6	-1	/	-3	0
COc1ccc(NC(=O)Nc2ccccc2C(N)=O)cc1OC	4	-1	12	-4	-17	-12	7	36
CNS(=O)(=O)c1ccc(NC(=O)Nc2ccc3c(c2)OCO3)cc1	9	-112	-102	-82	1	0	-9	4
CCn1c(C)cc(C(=O)CSc2nnnn2C2CCCC2)c1C	-5	-76	-105	-108	4	-5	3	-3
O=C(NNc1ccc([N+](=O)[O-])cc1[N+](=O)[O-])C1C2CCCCC21 (configuration not stated)	-3	-10	-22	-13	-6	-10	-1	4
CC1=C(C(=O)Nc2ccccc2C(=O)N2CCCCC2)SCCO1	10	38	15	-8	-5	0	-3	-7
CN1N=C2c3ccccc3CCC2C1c1ccc(Cl)cc1 (configuration not stated)	-3	-20	-103	-150	10	5	59*	7
O=C(NCc1ccc(F)cc1)c1cnc2n(c1=O)CCS2	0	3	15	4	4	-6	-3	-2
O=C(Nc1ccc(Cl)cc1)N1CCCC1	-19	-9	-12	11	1	-13	2	-3
CC1=Nc2ccccc2/C1=C/c1sc(=N)n(-c2nccs2)c1O	5	1	0	13	-79	10	0	1
COc1ccc(C(C(=O)NC2CCCCC2)N(C(=O)c2ccco2)c2ccccc2C(C)=O)cc1 (configuration not stated)	12	8	-9	0	-4	-1	3	-4
COCCCn1c(-c2ccc(Cl)cc2)n[nH]c1=S	-2	-14	-6	-7	6	-6	1	3
C=CCNc1nc2ccccc2nc1NS(=O)(=O)c1cccc(C)c1	10	4	-18	-7	-10	6	-5	0
CCO/C(C)=C1\C(=O)N(CC)c2ccccc21	6	-2	-3	-13	-2	-3	-2	4

An excerpt from above in order of their number in Jurkat NFkB inh, ascending:
| SMILES | Jurkat NFkB inh |
| --- | --- |
| C=CCNc1nc2ccccc2nc1NS(=O)(=O)c1cccc(C)c1 | -18 |
| COc1ccc(C(C(=O)NC2CCCCC2)N(C(=O)c2ccco2)c2ccccc2C(C)=O)cc1 (configuration not stated) | -9 |
| CC1=C(C(=O)Nc2ccccc2C(=O)N2CCCCC2)SCCO1 | 15 |

Next records follow:
molecule	Apaf1 inhib	Gli-Sufu block	Jurkat NFkB inh	697 NFkB inh	UBC13 inh	HKDC1 inhibitor	SENP8 block	SENP7 block
COC(=O)C1CSC(C(=O)OC)N1C(=O)CN1CC(C)OC(C)C1 (configuration not stated)	-15	-6	1	-2	6	-10	2	-1
O=C(CCc1nnc2ccc(NCCCN3CCCC3=O)nn12)NCc1ccccc1Cl	-2	2	2	0	2	1	-3	4
CCCC(=O)Nc1ccc2c(c1)c1ccccc1n2CC	13	3	-27	2	-9	-7	-7	-3
Cc1cc(C(=O)COC(=O)C2=COCCO2)c(C)n1-c1ccc2c(c1)OCO2	9	-2	-38	-30	0	3	-13	-1
Cc1ccc(/C=N/n2c(-c3ccco3)n[nH]c2=S)s1	1	-6	11	17	5	-10	5	-1
COCCn1c(=S)[nH]c2sc3c(c2c1=O)CCC(C)C3 (configuration not stated)	12	0	-9	-7	35	0	-5	1
CCCN1CCN(CCCNC(=S)Nc2ccc(F)cc2)CC1	-6	7	8	27	11	-13	0	0
O=S(=O)(Nc1cccc(S(=O)(=O)N2CCCCCC2)c1)c1ccccc1	13	3	4	17	-2	-8	6	0
CN1C(c2ccccc2)CC(=NO)CC1c1ccccc1 (configuration not stated)	18	-8	16	-4	-1	6	4	2
CC(C)OC(=O)CSc1nnc(-c2ccccc2)n1N	12	3	5	-12	-11	-6	-9	-11
CCCOc1ccc(/C=N/Nc2ccccc2[N+](=O)[O-])c(O)c1	4	30	-62	-284	-34	-4	94*	99*
COc1ccc(C2CC(O)(c3ccccc3)Oc3cc(OC)c(OC)c(OC)c32)cc1 (configuration not stated)	7	-2	5	7	8	16	9	-12
N#CC1=C(N)S[C@H](C(=O)C23CC4CC(CC(C4)C2)C3)[C@H]1c1ccncc1	20	-3	3	6	4	6	-7	-6
CS(=O)(=O)N(CC(=O)NCc1ccco1)c1ccc2c(c1)OCO2	-9	1	-2	-4	-11	2	-4	-2
CCc1ccc(C(C)NC(=O)c2ncn[nH]2)cc1 (configuration not stated)	-3	-2	4	-2	3	-2	2	4
CCCCOC(=O)c1[nH]c(C)c(C(=O)OC)c1C	13	-52	-61	-114	1	-2	-9	-9
O=C(CSc1ccccc1Cl)NC1CCCc2ccccc21 (configuration not stated)	11	1	-3	9	-1	-7	1	7
Cc1ccc(S(=O)(=O)N2CCN(C(=O)c3ccco3)CC2)cc1	-11	-5	10	-5	8	-1	0	-5
Cc1ccc(NC(=O)CSc2nc3ccc(Nc4nc(N5CCOCC5)nc(N5CCOCC5)n4)cc3s2)cc1	2	14	1	-16	-18	3	7	-2
O=C(O)c1cccc(S(=O)(=O)N(Cc2ccccc2)c2cccc(C(F)(F)F)c2)c1	8	9	-6	-10	5	0	5	4
NC(=O)CSc1oc(-c2ccco2)nc1S(=O)(=O)c1ccc(F)cc1	-7	-1	10	9	-1	-7	-1	-4
CC1(c2nnc(-c3ccccc3)o2)CC(c2ccc(Cl)cc2)=NO1 (configuration not stated)	8	-14	8	18	-2	-3	-6	-2
Cc1ccc(N2CC(C(=O)Nc3ccc(S(=O)(=O)N4CCOCC4)cc3)CC2=O)cc1 (configuration not stated)	8	6	15	-5	-4	-8	-1	5
O=C(OCc1ccccc1)N1CCOCCN(C(=O)OCc2ccccc2)CCOCC1	-7	2	9	9	5	-7	2	-6

The final three entries of the part above open the next one.
molecule	Apaf1 inhib	Gli-Sufu block	Jurkat NFkB inh	697 NFkB inh	UBC13 inh	HKDC1 inhibitor	SENP8 block	SENP7 block
CC1(c2nnc(-c3ccccc3)o2)CC(c2ccc(Cl)cc2)=NO1 (configuration not stated)	8	-14	8	18	-2	-3	-6	-2
Cc1ccc(N2CC(C(=O)Nc3ccc(S(=O)(=O)N4CCOCC4)cc3)CC2=O)cc1 (configuration not stated)	8	6	15	-5	-4	-8	-1	5
O=C(OCc1ccccc1)N1CCOCCN(C(=O)OCc2ccccc2)CCOCC1	-7	2	9	9	5	-7	2	-6
CC(=O)Nc1ccc(C(=O)OCC(=O)N(c2ccccc2)C2CCCCC2)cc1	10	-3	-6	3	5	-3	-2	6
COc1ccc(/C=C/C(=O)Nc2cc(C(F)(F)F)ccc2Cl)cc1	0	6	10	22	2	-6	-8	1
Cc1nc(C)c(C(=O)NNS(=O)(=O)c2ccc3ccccc3c2)s1	-9	21	8	-7	5	0	6	4
O=C(CN1C(=O)CCS(=O)(=O)c2ccccc21)Nc1ccc(Cl)cc1	1	1	12	-11	-5	2	-10	-2
CCN1C(=O)c2cccc3c(S(=O)(=O)Nc4ccccc4O)ccc1c23	5	2	-3	29	0	7	6	11
COc1ccc(N/N=C(/N=Nc2nc(C)cc(=O)[nH]2)c2ccccc2)cc1	12	-2	-15	-132	-127	-9	36	35
CCOC(=O)N1CCC(NC(=O)CCCC(=O)O)CC1	2	-13	-2	10	-4	-3	-5	-1
Cc1ccc(NC(=O)CSc2nc3ccccc3nc2N2CCOCC2)cc1	23	30	15	3	5	4	-8	-4
Cc1cccnc1NC(=O)c1ccc(S(=O)(=O)N2CCCCCC2)cc1	3	-6	9	-30	-8	-3	-12	5
Cc1cc(-c2nnc(SCC(=O)c3ccc(Cl)cc3)o2)no1	-4	-10	10	3	-2	-5	0	6

Some of the entries so far, with each value named.
SMILES: COC(=O)C1CSC(C(=O)OC)N1C(=O)CN1CC(C)OC(C)C1 (configuration not stated)
  Apaf1 inhib: -15	Gli-Sufu block: -6	Jurkat NFkB inh: 1	697 NFkB inh: -2	UBC13 inh: 6	HKDC1 inhibitor: -10	SENP8 block: 2	SENP7 block: -1

SMILES: CCc1ccc(C(C)NC(=O)c2ncn[nH]2)cc1 (configuration not stated)
  Apaf1 inhib: -3	Gli-Sufu block: -2	Jurkat NFkB inh: 4	697 NFkB inh: -2	UBC13 inh: 3	HKDC1 inhibitor: -2	SENP8 block: 2	SENP7 block: 4

SMILES: CC(C)COC(=O)NCC12C=CC(O1)C1C(=O)N(c3ccc(Cl)cc3)C(=O)C12 (configuration not stated)
  Apaf1 inhib: 6	Gli-Sufu block: -2	Jurkat NFkB inh: 5	697 NFkB inh: 12	UBC13 inh: 0	HKDC1 inhibitor: -9	SENP8 block: -6	SENP7 block: -2

SMILES: Cc1cc(-c2nnc(SCC(=O)c3ccc(Cl)cc3)o2)no1
  Apaf1 inhib: -4	Gli-Sufu block: -10	Jurkat NFkB inh: 10	697 NFkB inh: 3	UBC13 inh: -2	HKDC1 inhibitor: -5	SENP8 block: 0	SENP7 block: 6
